From PubChem
EPAC1 antagonist – EPAC1 (human) antagonism. O95398. EPAC1 GEF assay, Rap1b-BODIPY-GDP exchange fluorescence. Potency, µM (titrated, usually from 115 µM), inactives show top-dose activity change, negative = inhibition, usual class: inhibitors. 360,000 compounds, 0.14% hits. AID 720709;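 note: plate controls were vehicle for no effect and positive control for full effect; nearly all actives have a fitted effect of over 50% in size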
Target sequence (O95398 whole entry, looked up): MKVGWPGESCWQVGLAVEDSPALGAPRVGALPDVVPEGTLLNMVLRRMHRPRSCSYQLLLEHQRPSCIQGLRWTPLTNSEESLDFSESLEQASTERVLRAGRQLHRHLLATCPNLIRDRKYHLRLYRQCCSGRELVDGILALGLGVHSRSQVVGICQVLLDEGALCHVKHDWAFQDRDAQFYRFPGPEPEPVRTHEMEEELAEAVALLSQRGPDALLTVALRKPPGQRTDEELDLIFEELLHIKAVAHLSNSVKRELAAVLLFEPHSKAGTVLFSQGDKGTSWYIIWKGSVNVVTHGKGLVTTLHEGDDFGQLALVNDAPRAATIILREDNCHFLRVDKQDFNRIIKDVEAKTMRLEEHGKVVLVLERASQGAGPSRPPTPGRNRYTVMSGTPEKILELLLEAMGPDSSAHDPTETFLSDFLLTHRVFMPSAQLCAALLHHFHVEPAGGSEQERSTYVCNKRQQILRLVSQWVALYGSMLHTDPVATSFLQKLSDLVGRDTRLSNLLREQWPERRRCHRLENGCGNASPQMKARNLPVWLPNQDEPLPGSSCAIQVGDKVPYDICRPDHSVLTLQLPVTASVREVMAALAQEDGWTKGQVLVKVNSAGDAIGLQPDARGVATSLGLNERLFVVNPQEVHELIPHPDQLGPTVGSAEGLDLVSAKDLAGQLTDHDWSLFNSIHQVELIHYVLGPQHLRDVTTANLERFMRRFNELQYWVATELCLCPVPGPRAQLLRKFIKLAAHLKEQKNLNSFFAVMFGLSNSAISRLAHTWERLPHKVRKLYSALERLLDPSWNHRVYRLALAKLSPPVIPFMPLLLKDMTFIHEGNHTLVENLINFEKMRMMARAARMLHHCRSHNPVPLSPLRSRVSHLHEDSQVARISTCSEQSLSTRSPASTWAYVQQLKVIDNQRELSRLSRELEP
PTHR1 agonist – activates the human parathyroid hormone receptor PTHR1 | Potency, µM (highest dose often 115 µM), for inactives: top-dose activation, usual class: activators | HEK293 GP2 PTHR1 cells, GloSensor cAMP luminescence, 1 h | 410,000 compounds, 0.075% hits; note: nearly all actives have a fitted effect of over 55% in size; some results filed as inactive show a strong effect at the top dose; inactives centre near -15; many of its hits are not listed in these tables
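HEK-293-derived GP2 cells expressing PTHR1 and a GloSensor cAMP reporter, 3,000/well, plated overnight, given luciferin plus IBMX (each 0.5 mM as added) for 1 h at 37 °C, then compound for 1 h at 37 °C. Luminescence was read after 15 min at room temperature.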
FUS yeast rescue – rescues growth of FUS-expressing yeast; 390,000 compounds, 0.24% hits; S. cerevisiae FUS-expressing, growth rescue, OD600, 24 h; AID 1347120; Potency, µM (top dose mostly 76.6 µM), inactives show top-dose growth rescue (activation), usual class: activators;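 note: plate controls were DMSO vehicle for no effect and reference control for full effect; nearly all actives have a fitted effect of over 55% in size; some results filed as inactive show a strong effect at the top dose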
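Steps: raffinose overnight preculture; dilution to OD 0.005 in 2% galactose minimal medium; compound addition (concentration series); 24hr at 30C, 99% humidity; absorbance read at 600 nm.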
TDP43 rescue – rescues yeast growth from TDP-43 toxicity. TDP-43 expressing yeast growth rescue, BacTiter-Glo, 24 h. Potency, µM (series often up to 46.1 µM), inactives show at the top dose growth rescue (activation), usual class: activators. 410,000 compounds, 1.8% hits. AID 652104; note: % of control where 0% means no effect; nearly all actives have a fitted effect of over 50% in size
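Growth rescue of TDP-43-toxic yeast measured as ATP luminescence (BacTiter-Glo). Cells grown to mid-log in raffinose, induced in galactose at OD600=0.02, exposed to compound 24 hr at 30 deg C.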
aSyn rescue – rescues yeast growth from alpha-synuclein toxicity | 370,000 compounds, 0.14% hits | Yeast expressing alpha-synuclein, growth rescue, BacTiter-Glo, 24 h | AID 652106 | Potency, µM (highest dose often 46.1 µM), inactives show at the highest dose growth rescue (activation), usual class: activators; note: % of control where 0% means no effect; nearly all actives have a fitted effect of over 65% in size
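Galactose-induced alpha-syn yeast (OD600=0.02, raffinose-pregrown) + pinned cpd, 24 hr, 30 deg C; growth by BacTiter-Glo luminescence. Growth restoration scores as activation.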
EPAC1 agonist – EPAC1 (human) agonism; EPAC1 agonist qHTS, biochemical assay; response scale: 100% = response to 6.5 mM cAMP; O95398; 360,000 compounds, 0.073% hits; Potency, µM (series often up to 154 µM), for the others: at the highest dose activation, most hits filed as activators; AID 720707; note: nearly all actives have a fitted effect of over 60% in size
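EPAC1 100 nM, Rap1B–BODIPY-GDP 250 nM, unlabeled GDP 50 uM; compound titration; 5 min RT; kinetic read ex480/em540 at 5-min intervals ×30 min; data normalized to 6.5 mM cAMP agonist control.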
EPAC2 antagonist – EPAC2 (human) antagonism. 360,000 compounds, 0.18% hits. EPAC2 GEF exchange of Rap1B-BODIPY-GDP, fluorescence. Potency, µM (series often up to 114 µM), for the others: at the highest dose activity, negative = inhibition, usual class: inhibitors. Q8WZA2; note: % is set by controls: 0 for no effect and ±100 for the full control effect; nearly all actives have a fitted effect of over 45% in size; many of its hits are not listed in these tables
EPAC2 ag – EPAC2 (human) agonism. EPAC2 activation, biochemical qHTS; response scale: 100% = 6.5 mM cAMP response. Potency, µM (doses to about 154 µM), for inactives: at the top dose activation, most hits filed as activators. 360,000 compounds, 0.079% hits. AID 720711; note: nearly all actives have a fitted effect of over 50% in size
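Compounds were titrated in qHTS against a Rap1B-BODIPY-GDP (250 nM) complex with EPAC2 (100 nM) and GDP (50 uM). BODIPY-GDP release tracked at 480/540 nm over 30 min at room temperature, normalized to 6.5 mM cAMP.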
* hit, by the source's call; i = inactive; ? = inconclusive; nt = no result given; & = joins results of further samples; [ ] = another dose, or the depositor's remark. Calls come from the whole dose curve; as a rule, active = well fitted curve in the direction sought with a large enough effect; inconclusive = small, poorly fitted or top-dose-only effect, or another doubt; inactive = no such curve, though single readings can be large; an effect the other way counts as inactive or inconclusive. Potency is the fitted concentration of half-maximal effect. The list is partial (hit frequency here may not be typical).

canonical_smiles,aSyn rescue,FUS yeast rescue,TDP43 rescue,EPAC2 ag,EPAC2 antagonist,EPAC1 agonist,EPAC1 antagonist,PTHR1 agonist
Cc1c(NS(=O)(=O)c2cc(Br)cc3c2N(C(=O)C2CC2)CC3)c(=O)n(-c2ccccc2)n1C,-12%,26%,-4%,14%,4%,0%,?,-11%
CCOc1ccccc1NC(=O)CSc1nc2cc(O)ccc2c(=O)n1-c1ccc(OC)c(OC)c1,?,?,16%,10%,10%,7%,14%,-12%
Cc1[nH]nc2c1C(c1cc(Br)cs1)C(C#N)=C(N)O2 (configuration not stated),8%,23%,-23%,-4%,11%,-10%,-8%,-24%
O=C1Cc2cc(S(=O)(=O)N3CCN(c4cccc(Cl)c4)CC3)ccc2N1,0%,?,0%&20%,-7%,-6%,-4%,8%,-22%
Cc1cc(S(=O)(=O)NCC(c2ccc3c(c2)OCO3)N2CCOCC2)ccc1F (configuration not stated),-11%,-17%,0%,3%,-13%,0%,-19%,-26%
CCOc1ccc(CCNC(=O)c2cc(C)nn2-c2ccccc2)cc1,0%,22%,-12%,-5%,4%,-1%,2%,-7%
CCC(=O)c1ccc(N2CCCC2)c(F)c1,3%,4%,21%,-1%,-4%,-2%,-2%,i
COc1ccc(OC)c(S(=O)(=O)N(C)CC(=O)N2CCCCC2)c1,-4%,20%,-14%,9%,1%,0%,24%,-18%
C/C(=N\NS(=O)(=O)c1ccc(C)cc1)c1cc2ccccc2oc1=O,3%,13%,-13%,5%,1%,7%,-15%,-1%
COc1ccccc1CNC(=O)COC(=O)CC1CC2CCC1C2 (configuration not stated),0%,nt,?,0%,8%,-2%,0%,i
CCCCN(C(=O)/C=C/c1ccc(OC)cc1)C1CCS(=O)(=O)C1 (configuration not stated),1%,-14%,21%,-4%,-5%,-1%,-16%,i
CCC1(c2ccc(Cl)cc2)NC(=O)N(CC(=O)NC2CCCC(C)C2C)C1=O (configuration not stated),4%,6%,-11%,-3%,0%,-3%,-4%,-27%
Nc1cc(=O)[nH]c(SCc2nnc(-c3ccccc3)o2)n1,5%,20%,5%,3%,4%,3%,0%,i
COC(=O)CSc1ccc(-c2nc3ccc(C)cc3[nH]2)cn1,-7%,29%,-8%,9%,16%,8%,-4%,6%[57.5 µM]
O=C(CO/N=C/c1ccccc1OC(F)F)NCc1cccs1,-5%,nt,-25%,6%,22%,-5%,2%,i
Cc1ccc(S(=O)(=O)N2CCN(C)CC2)cc1-c1nnc2c3ccccc3c(C)nn12,-7%,17%,19%,-1%,11%,-3%,10%,i
COc1ccc(NC(=O)N2CCC(c3ccccc3)C2)c(OC)c1 (configuration not stated),-4%,8%,?,14%,10%,-27%,4%,-19%
Cc1ccc(C2NC(=O)c3ccccc3N2)s1 (configuration not stated),2%,nt,4%,3%,4%,2%,5%,-8%
CCOC(=O)c1ccc2nc(C)c(CC)c(Cl)c2c1,2%,15%,6%,-9%,-4%,8%,8%,-15%
CCN(CC)c1ccc(/C=N/NC(=O)c2ccco2)c(O)c1,7%,-13%,-2%,22%,-10%,3%,-3%,i
CC(C)(C)c1cc(C(=O)Nc2ccc(F)cc2)n(Cc2ccc(F)cc2)n1,-11%,23%,20µM*,6%,-23%,3%,-22%,-40%[inhibitor]
O=C(OCC(=O)N1CCCC1)c1ccc(S(=O)(=O)Nc2ccccc2)cc1,1%,1%,0%,0%,10%,-9%,-15%,-9%
O=C(NCc1ccc(Cl)cc1)c1ccc(Br)o1,-7%,-19%,-5%,3%,-1%,-2%,-14%,i
CCOC(=O)c1nn(-c2ccc3ccccc3c2)cc1O,-5%,12%,nt,6%,-10%,1%,?,-73%[inhibitor]
O=c1ccc(/C=C/c2ccccc2)nn1Cc1ccc(Cl)cc1Cl,2%,-2%,8%,4%,-12%,18%,0%,-6%

Reprinted from the part before: 2 entries, followed by the next part.
canonical_smiles,aSyn rescue,FUS yeast rescue,TDP43 rescue,EPAC2 ag,EPAC2 antagonist,EPAC1 agonist,EPAC1 antagonist,PTHR1 agonist
CCOC(=O)c1nn(-c2ccc3ccccc3c2)cc1O,-5%,12%,nt,6%,-10%,1%,?,-73%[inhibitor]
O=c1ccc(/C=C/c2ccccc2)nn1Cc1ccc(Cl)cc1Cl,2%,-2%,8%,4%,-12%,18%,0%,-6%
O=[N+]([O-])c1cc(C(F)(F)F)ccc1N1CCCC(O)C1 (configuration not stated),-3%,30%,11%,11%,-8%,1%,0%,-37%[inhibitor]
COc1ccc(CNC(=S)Nc2ccccc2)cc1,5%,6%,?,4%,3%,9%,-1%,-1%
FC(F)(F)c1cccc(N2CCN(C(=S)NC3CCCC3)CC2)c1,2%,25%,27%,12%,-13%,11%,-25%,-22%[57.5 µM]
CN(C)CCCNc1oc(/C=C/c2cccs2)nc1S(=O)(=O)c1ccccc1,-2%,6%,6%,7%,3%,-2%,18%,18%
Cc1nn(-c2ccccc2)c(C)c1NC(=O)COc1ccc(F)cc1Cl,-1%,23%,-8%,0%,1%,4%,-20%,-89%[inhibitor]
CCCCCN1C2=NCCN2c2ccccc21,-2%,-1%,-10%,4%,15%,8%,5%,i
NC(=O)c1ccsc1NC(=O)COC(=O)c1cccnc1Cl,7%,25%,16%,3%,12%,-11%,-6%,i
COc1ccc(C(=O)NCc2ccc(Cl)c(Cl)c2)cc1OC,2%,nt,-19%,-7%,-2%,-4%,-5%,-25%
COc1ccc(C2=CC3=C(Br)C(=O)C(C)(OC(=O)c4cccs4)C(=O)C3=CO2)cc1 (configuration not stated),-56%[inhibitor],5%,-93%[inhibitor],27%,-24%,-13%,?,-31%[inhibitor]
COc1ccc(NS(=O)(=O)c2cccc(C(=O)N/N=C/c3cn(-c4ccccc4)nc3-c3ccccc3)c2)cc1,-1%,-28%,-7%,2%,-1%,6%,-11%,-2%
C=CCNC(=S)NNC(=O)C(CCCC)CC(C)(C)O (configuration not stated),2%,-14%,-2%,-84%[15.6 µM],-4%,-3%,-10%,i
CCc1nc(SCC(=O)NCCc2ccccc2)n[nH]1,0%,-12%,0%,16%,-10%,16%,-18%,i
CCOC(=O)C1CCCN(C(=O)CCc2nc3sc4c(c3c(=O)[nH]2)CCCC4)C1 (configuration not stated),0%,17%,-4%,7%,0%,1%,17%,-14%
COC(=O)c1ccccc1OCCN1CCCCCC1,-2%,6%,-8%,6%,10%,4%,20%,i
COc1ccc(-c2csc(NC(=O)CSc3n[nH]c(C)n3)n2)cc1,-1%,37%,-18%,16%,-7%,6%,3%,-32%[inhibitor]
O=C(NCc1ccco1)c1ccc2c(c1)C(=O)c1ccccc1-2,0%,40%,-11%,-2%,-5%,-5%,-10%,i
CCC(=O)N1CCN(c2ccccc2NC(=O)COc2ccccc2Cl)CC1,1%,32%,-1%,12%,-26%,11%,0%,-16%
CCNc1ccc(Br)cc(C(=O)/C=C/c2ccc(Cl)cc2)c1=O,9%,37%,-13%,17%,-2%,10%,12%,-30%[inhibitor]
COc1ccc(CC2S/C(=N/N=C/c3ccccc3O)NC2=O)cc1 (configuration not stated),0%,12%,?,-5%,-2%,9%,-15%,i
CCN(CC)S(=O)(=O)c1cc(NC(=O)CCc2c(C)noc2C)ccc1C,7%,7%,-15%,1%,15%,-5%,5%,-24%
CCn1c(Cc2ccc(OC)cc2)nnc1SCC(=O)Nc1nc2ccccc2s1,1%,-10%,6%,-85%[15.6 µM],-1%,9%,-19%,i
Cc1cccc(N2CCN(C(=O)CNC(=O)c3ccccc3)CC2)c1C,0%,12%,5%,9%,-20%,14%,1%,i
CCCCCCSc1nc(O)c(C2OC(=O)c3c2ccc(OC)c3OC)c(=O)n1-c1ccccc1 (configuration not stated),-1%,?,-18%,-8%,-12%,-4%,?,i
Cc1cccc(-c2sc(Nc3ccccc3)n[n+]2-c2ccc(F)cc2)c1,7%,5%,12%,7%,5%,6%,6%,-12%
Cc1ccc2c(c1)C(c1ccncc1)=NNC(c1ccccc1)=N2,1%,-22%,-20%,7%,2%,9%,9%,i

The list goes on.
canonical_smiles,aSyn rescue,FUS yeast rescue,TDP43 rescue,EPAC2 ag,EPAC2 antagonist,EPAC1 agonist,EPAC1 antagonist,PTHR1 agonist
Nc1ccn(-c2ncc(C(F)(F)F)cc2Cl)c(=O)n1,1%,43%,14%[9.22 µM],-4%,6%,-10%,-2%,-11%
COC(=O)COc1ccc(S(=O)(=O)Nc2ccc3c(c2)OCCO3)cc1Cl,3%,12%,-11%,4%,-8%,12%,-1%,-15%[57.5 µM]
Cc1ccc2c(c1)cc(CN(C(=O)N1CCOCC1)C1CCCC1)c1nnnn12,-9%,3%,-11%,0%,-2%,4%,-2%,-6%
CCN1CCN(c2ccc(NC(=O)c3ccc4c(c3)[nH]c(=O)n4Cc3ccc(F)cc3)cc2)CC1,1%,nt,3%,3%,22%,-7%,24%,i
CCOC(=O)C1(CCCc2ccccc2)CCN(C(=O)[C@@H]2C[C@@H](C)NC(=S)N2)CC1,1%,13%,15%,4%,-9%,13%,-1%,-5%
Cc1coc2cc3oc(=O)c(CC(=O)N[C@@H](CC(C)C)C(=O)O)c(C)c3cc12,-1%,-8%,-5%,5%,-6%,6%,-3%,-3%
O=C(NCc1ccncc1)c1ccc2nc(Cc3ccccc3F)oc2c1,3%,nt,-16%,0%,6%,-3%,9%,-28%
O=C(CSc1ncn[nH]1)N1N=C2/C(=C\c3ccco3)CCCC2C1c1ccco1 (configuration not stated),1%,10%,-20%,5%,-9%,4%,-2%,-2%
CCc1cc[n+](-c2nc3ccccc3nc2C(=C=[N-])C#N)cc1,nt,-14%,-4%,3%,-1%,3%,-13%,-5%
CC(=O)c1cccc(NC(=S)NCc2ccccc2)c1,1%,18%,14%,10%,9%,2%,-7%,-36%[inhibitor]
COc1ccccc1N(CC(=O)Nc1ccc(Cc2ccncc2)cc1)S(=O)(=O)c1ccccc1,-2%,41%,-24%,17%,1%,12%,-1%,i
COc1ccc(CC(=O)NNC(=O)COc2ccc(Br)cc2C)cc1OC,6%,nt,15%,-6%,-17%,-5%,-9%,i
O=C(CCc1ccccc1)NCCS(=O)(=O)N1CCN(c2ccccc2)CC1,3%,21%,-6%,12%,4%,-3%,-8%,-3%
O=C1NC(=O)C2(CCCC2)N1,1%,-10%,5%,1%,8%,3%,-9%,i
C=CCOc1cccn2c(N(C=O)Cc3ccccc3)c(CC)nc12,-2%,-2%,17%,5%,-10%,6%,-14%,i
